From PubChem BioAssay
15-hLO-2 inh: qHTS Assay for Inhibitors of 15-hLO-2 (15-human lipoxygenase 2); purified 15hLO-2, xylenol orange hydroperoxide absorbance; Potency, µM (titrated, usually from 57.1 µM), without a hit: at the highest dose activity change, negative = inhibition, usual class: inhibitors; 0.56% of 110,000 active; AID 881, 2007; note: potency is the fitted concentration of half-maximal effect; nearly all actives have a fitted effect of over 60% in size; many of its hits are not listed in these tables
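Purified human 15hLO-2 (50 nM final) preincubated with compounds 15 min at room temperature in 25 mM Hepes pH 7.5, 0.01% Triton X-100, then 45 uM arachidonic acid added for 90 min; hydroperoxide detected via ferrous/xylenol orange, 573/405 nm absorbance ratio.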
PNC assembly inh: High Content Assay for Compounds that inhibit the Assembly of the Perinucleolar Compartment; PC3M PTB-GFP, PNC prevalence imaging, 16 h; active compounds read low; activity change (PNC), negative = inhibition, % at 10 µM; 3.1% of 140,000 active;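 active = readout at or below -70, meaning at least 70% loss of cells showing the perinucleolar compartment, a nuclear body marking cancer cells; inconclusive = readout between -30 and a set limit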;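 note: plate controls were DMSO wells for no effect and camptothecin positive control wells for full effect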
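PC3M cells stably expressing PTB-GFP, 750–1000 cells/well, treated 16 h at 37 °C with compound (23 nl of library stock), in duplicate. After paraformaldehyde fixation and Hoechst stain, imaged at 20x; PNC prevalence scored by image analysis.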
12-hLO inh: qHTS Assay for Inhibitors of 12-hLO (12-human lipoxygenase); AID 1452, 2008; Polyunsaturated fatty acid lipoxygenase ALOX12 (Homo sapiens), P18054; 0.12% of 150,000 active; purified 12-hLO, xylenol orange hydroperoxide absorbance; Potency, µM (doses to about 57.1 µM), for inactives: at the highest dose activity change, negative = inhibition, most hits filed as inhibitors; note: potency is the fitted concentration of half-maximal effect; nearly all actives have a fitted effect of over 55% in size; many of its hits are not listed in these tables
Target sequence (P18054 whole entry, looked up): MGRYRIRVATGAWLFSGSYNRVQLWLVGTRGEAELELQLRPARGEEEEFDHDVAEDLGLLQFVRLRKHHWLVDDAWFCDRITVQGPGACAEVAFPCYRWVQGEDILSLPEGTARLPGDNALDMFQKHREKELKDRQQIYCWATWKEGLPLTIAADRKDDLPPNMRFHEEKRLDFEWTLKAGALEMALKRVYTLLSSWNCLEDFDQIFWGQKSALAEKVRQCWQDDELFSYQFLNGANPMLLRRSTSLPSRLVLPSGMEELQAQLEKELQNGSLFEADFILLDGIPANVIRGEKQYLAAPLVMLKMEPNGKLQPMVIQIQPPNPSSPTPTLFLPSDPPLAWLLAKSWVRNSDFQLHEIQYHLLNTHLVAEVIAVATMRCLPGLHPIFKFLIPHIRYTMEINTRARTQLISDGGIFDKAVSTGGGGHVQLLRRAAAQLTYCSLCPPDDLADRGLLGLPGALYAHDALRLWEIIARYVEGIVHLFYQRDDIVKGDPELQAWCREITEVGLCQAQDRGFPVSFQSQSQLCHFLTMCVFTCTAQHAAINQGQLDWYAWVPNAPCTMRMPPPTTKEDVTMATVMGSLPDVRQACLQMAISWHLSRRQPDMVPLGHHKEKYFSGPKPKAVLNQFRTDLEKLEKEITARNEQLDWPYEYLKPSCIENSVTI
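Purified human 12hLO (150 nM final) was preincubated with compounds for 15 min at room temperature in 25 mM Hepes pH 7.0, 0.01% Triton X-100, then reacted with 40 uM arachidonic acid for 30 min. Hydroperoxide was detected with ferrous iron/xylenol orange.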
IMPase inh: qHTS Assay for Identifying the Cell-Membrane Permeable IMPase Inhibitors. CHO-M1 cells, IP1 accumulation, HTRF TR-FRET ratio. 120,000 tested, under 10 active. inhibition (IP1 accumulation), % at 46.1 µM. Inositol monophosphatase 1 (Rattus norvegicus), P97697; active = well fitted curve in the direction sought with a large enough effect in the signal ratio, not every such curve was filed as active; inconclusive = small, poorly fitted or top-dose-only effect, or a change in a side signal; inactive = no such curve, though single readings can be large or run the other way; the % refers to the signal ratio;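 note: cells stimulated with carbachol in lithium chloride buffer; plate controls were DMSO basal wells for no effect and reference inhibitor wells for full effect; higher means more IMPase inhibition seen as more IP1 and lower FRET ratio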
Target sequence (P97697 whole entry, looked up): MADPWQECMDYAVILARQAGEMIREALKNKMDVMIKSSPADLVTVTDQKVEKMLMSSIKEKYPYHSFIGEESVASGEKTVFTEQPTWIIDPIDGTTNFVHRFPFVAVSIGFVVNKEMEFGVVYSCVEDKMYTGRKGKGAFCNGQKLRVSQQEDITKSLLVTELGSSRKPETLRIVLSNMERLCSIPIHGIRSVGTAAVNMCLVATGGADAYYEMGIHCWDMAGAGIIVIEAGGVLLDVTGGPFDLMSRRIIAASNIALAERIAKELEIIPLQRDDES
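Elevated IP1 in lysates lowers TR-FRET signal (665/620 ratio and 620 channel reported). Cells were CHO-M1, given carbachol (50 uM as added) plus 50mM LiCl, pH 7.4, 30 min, 37C; compounds titrated up to 46 uM; AC50 by Hill equation.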
The depositor's hits bear a star; u = inconclusive; x = not tested or not shown; & = joins results of further samples; [ ] = remark or other dose. Unless noted, calls come from the whole dose curve; as a rule, active = well fitted curve in the direction sought with a large enough effect; inconclusive = small, poorly fitted or top-dose-only effect, or another doubt; inactive = no such curve, though single readings can be large; an effect the other way counts as inactive or inconclusive. Unless noted, % is set by controls: 0 for no effect and ±100 for the full control effect. Only part of the results is shown; rates above refer to the full screens.

SMILES	15-hLO-2 inh	PNC assembly inh	12-hLO inh	IMPase inh
COCCN(CCOC)S(=O)(=O)c1ccc(C(=O)Nc2nc(-c3ccccc3)c(C(=O)c3ccccc3)s2)cc1	x	-13.7	1.3%	x
Cc1cccc(CSCCNC(=O)Nc2ccccc2)c1	x	u	-3.5%	x
O=c1cc(-c2ccccc2)oc2c1ccc1ccccc12	-2.1%	x	-6.7%	12.0
CCOC(=O)c1c(-c2ccccc2)nc2cc(C)ccn12	2.7%	34.4	-1.5%	4.0
c1ccc(-c2cc(N3CCOCC3)nc3ccccc23)cc1	12.0%	u	-6.6%	-13.1
COc1ccc(-c2nc(CSCC(=O)NCCC3=CCCCC3)c(C)o2)cc1OC	-0.9%	25.4	5.2%	11.6
Cc1ccc(NC(=O)CCC(=O)NNC(=O)COc2ccccc2)c(C)c1	x	3.0	-1.5%	x
COc1ccc([N+](=O)[O-])cc1COc1cc(C)cc2oc(=O)cc(-c3ccccc3)c12	-16.4%	u	1.5%	13.3
COc1ccc(C(CC(=O)NC(C)(C)C)n2cccc2)cc1 (centres undefined)	-10.0%	5.3	-2.8%	1.6
CC(C)(C)C(=O)CN1CCN(S(=O)(=O)c2ccc(F)cc2)CC1	-7.9%	u	-6.7%	5.2
O=C(Cn1nc(-c2ccc(N3CCOCC3)c([N+](=O)[O-])c2)c2ccccc2c1=O)N1CCCCC1	-5.1%	12.4	4.2%	4.1
COc1ccccc1C1C2CCCCC2(O)CCN1CC(=O)Nc1ccccc1 (centres undefined)	15.7%	-103.7*	-7.9%	27.6
Cn1c(=O)[nH]c(=O)c2c1nc(SCCN1CCOCC1)n2Cc1ccccc1	-1.8%	u	-4.8%	-0.2
Cn1c(=O)c2c(ncn2CC(=O)Nc2nnc(Cc3ccccc3)s2)n(C)c1=O	-1.4%	u	-2.3%	0.2
COc1ccc(OC)c(CCNC(=O)CS(=O)(=O)Cc2nc(-c3ccccc3C)oc2C)c1	6.6%	-11.6	-3.2%	8.7
CCOc1c(Cl)cc(CNCC(C)C)cc1OC	30.6%[activator]	-17.6	6.3%	8.4
O=C(/C=C/Nc1ccc(F)cc1)c1ccco1	7.6%	-4.8	1.4%	6.7
CC1(C)Oc2ccc(C(=O)NC3CCCC3)cc2N(CC(=O)NC2CCCCC2)C1=O	-4.3%	u	0.4%	-6.1
Cc1cc(C)cc(N(CC(=O)NCc2ccco2)C(=O)CCC(=O)Nc2ccccn2)c1	-0.7%	5.3	-2.4%	u
Cc1cc(O)c(-c2cc(C(=O)Nc3ccc(S(=O)(=O)N4CCOCC4)cc3)[nH]n2)cc1C	-5.4%[11.4 µM]	-24.8	-3.8%	-1.3[1.84 µM]

Profiles as entered above. Values in the order: 15-hLO-2 inh, PNC assembly inh, 12-hLO inh, IMPase inh
Entry for `COc1ccc(C(CC(=O)NC(C)(C)C)n2cccc2)cc1` (centres undefined) = -10.0%, 5.3, -2.8%, 1.6
Entry for `Cc1cc(O)c(-c2cc(C(=O)Nc3ccc(S(=O)(=O)N4CCOCC4)cc3)[nH]n2)cc1C` = -5.4%[11.4 µM], -24.8, -3.8%, -1.3[1.84 µM]
Entry for `CCOC(=O)c1c(-c2ccccc2)nc2cc(C)ccn12` = 2.7%, 34.4, -1.5%, 4.0
Entry for `Cc1cc(C)cc(N(CC(=O)NCc2ccco2)C(=O)CCC(=O)Nc2ccccn2)c1` = -0.7%, 5.3, -2.4%, u
Entry for `CCOc1c(Cl)cc(CNCC(C)C)cc1OC` = 30.6%[activator], -17.6, 6.3%, 8.4

New compounds follow
SMILES	15-hLO-2 inh	PNC assembly inh	12-hLO inh	IMPase inh
Cc1sc2nc(-c3ccco3)oc(=O)c2c1C	-2.0%	24.2	1.3%	13.3
COc1ccccc1CC(=O)Nc1ccc(-c2nnc(-c3ccco3)o2)cc1	-7.9%	11.5	1.1%	-7.0
CCSc1nnc(NC(=O)Cc2ccc(OC)c(S(=O)(=O)N3CCOCC3)c2)s1	-4.1%	u	-0.3%	-2.7
Cc1ccc(C)c(C(=O)COc2ccc(C)nc2[N+](=O)[O-])c1	-21.0%	u	u	-1.9
Cn1c(C(=O)N2COCC2(C)C)cc2c(=O)n3ccccc3nc21	-16.4%	31.6	-4.5%	-18.5
COCCn1c(=O)[nH]c2cc(C(=O)OC)ccc2c1=O	-14.3%	u	-2.6%	-17.9
Cc1cccc2sc(NC(=O)C3=NN(c4ccccc4)C(=O)CC3)nc12	x	-5.2	-5.6%	6.7
N/C(=N\OC(=O)c1cc(-c2ccccc2)nc2ccccc12)c1ccncc1	35.0%[activator]	6.5	0.0%	0.6
N#C/C(=C/C=C/c1ccccc1)C(=O)Nc1ccccc1	-3.1%	u	-2.3%	2.5
O=C1CCCc2nc(N3CCCCC3)sc21	-0.8%	u	0.5%	-1.2
CCCn1c(=O)c(C(=O)c2ccccc2)nc2ccccc21	-0.4%	u	6.6%	-5.0
Cc1nc(SCCO)c2oc3ccccc3c2n1	-4.1%	-108.4*	7.4%	0.7
Cc1ccc(-n2nc(N)c3c(=O)oc(N(C)C)nc32)cc1	x	-6.6	8.5%	-2.9
Cc1nnc(NC(=O)CSc2nnc(Cc3cccn3C)n2-c2cccc(C)c2C)s1	x	35.4	-0.2%	-14.4
CCCCC(=O)Nc1ccc(Cl)cn1	-2.7%	1.0	-5.8%	8.6
Cc1nc(-c2ccccc2)sc1-c1nc(-c2cccs2)ncc1S(=O)(=O)c1ccccc1	12.4%	6.2	-1.1%	-2.1
O=C(c1cc2nc(-c3ccccc3)cc(C(F)(F)F)n2n1)N1CCOCC1	-2.5%	1.7	5.0%	12.2
COC(=O)[C@@H]1C[C@H]1[C@@H](NS(=O)(=O)c1ccc2ccccc2c1)c1ccccc1	-16.0%	x	-0.3%	x
COC(=O)c1ccc(NC(=O)CN(C2CCCCC2)S(C)(=O)=O)cc1	0.6%	11.3	-4.3%	-10.6
Cc1nnc(SCC(=O)N2c3ccccc3CC2C)[nH]c1=O (centres undefined)	x	46.5	0.2%	x
O=C(Nc1ccc(Br)cc1)c1cccc(NC(=O)C2C3CC4OC(=O)C2C4C3)c1 (centres undefined)	-3.9%	39.1	2.8%	5.5
C/C=C(\C)C(=O)OC1c2c(ccc3ccc(=O)oc23)OC(C)(C)C1OC(C)=O (centres undefined)	-6.4%	3.3	-1.1%&3.2%	8.3
O=C(COc1ccc(Cl)cc1)NC1=NN(c2ccccc2)C(=O)C1	x	0.4	-18.0%	13.3
N#Cc1ncc(-c2ccc3c(c2)OCCOCCOCCOCCOCCO3)nc1C#N	x	-28.8	3.7%	x
COc1ccccc1CN(Cc1ccco1)S(=O)(=O)c1ccc(-n2cnnn2)c(OC)c1	-8.7%	2.3	-1.9%	u
O=C1C2=C(c3ccccc31)[N+](=O)[C@@H]1CCCC[C@@H]1N2[O-]	-7.8%	-16.0	-8.3%	7.3
COCCN(C(=O)Cc1cccs1)C(C(=O)NCc1ccc(OC)cc1)c1ccc(C(C)C)cc1 (centres undefined)	-2.8%[11.4 µM]	32.5	-1.9%	8.2[1.84 µM]
COc1ccc(CCN2C(=O)CC(Nc3ccc(N4CCOCC4)cc3)C2=O)cc1OC (centres undefined)	25.1µM*	10.7	u	18.7
COC(=O)/C=C1/S/C(=N/NC(=O)c2ccccc2C)NC1=O	10.1%	u	u	-1.8
CC(=O)Nc1ccc(C(=O)/C=C/c2ccco2)cc1	x	86.4	-11.6%	5.4
COc1ccc(Cl)cc1NC(=O)C1CSC(c2ccncc2)=N1 (centres undefined)	x	66.8	-4.6%	x
O=C(O)CN1C(=O)COc2cc(S(=O)(=O)N3CCCC3)ccc21	2.8%	-22.2	4.2%	1.7
NC1=NC(c2ccc(Br)cc2)n2c(nc3ccccc32)N1 (centres undefined)	45.2%[activator]	23.3	-22.6%	-3.3
CC(=O)Nc1ccc(NC(=O)Cn2cc3c(n2)CCCC3)cc1	4.5%	26.1	1.0%	4.1
COc1cc(NC(=O)CN2CCN(S(=O)(=O)c3ccc(C(C)C)cc3)CC2)cc(OC)c1	23.1%	-14.7	-4.7%	2.9
CCOc1ccccc1-c1nc(-c2ccc(NC(=O)c3ccc(Br)o3)cc2)no1	4.8%[2.29 µM]	-26.1	2.2%	7.2
COc1ccc(C)cc1S(=O)(=O)N(CC(=O)O)c1ccc(F)cc1	-6.5%	22.3	-2.5%	14.5
CCc1nccn1S(=O)(=O)c1ccc(OC)c(C)c1C	2.0%	u	4.6%	-0.1
COC(=O)c1ccc2nc(Nc3nc4c(F)cc(F)cc4s3)sc2c1	x	-100.5*	-2.6%	x
O=C(CNC(=S)N(Cc1ccccc1F)C1CCCCC1)NC1CC1	2.0%	8.7	4.7%	-14.0
CC1=C2C(=COC(C)C2C)C(=O)C(C(=O)O)=C1O (centres undefined)	-22.6%	x	-10.0%	x
Cc1ccnc(NS(=O)(=O)c2ccc(NC(=O)c3cncc(Br)c3)cc2)n1	x	19.0	-2.6%	-4.2
COc1ccccc1NC(=O)Cc1noc(CSc2cc(C)c3ccccc3n2)n1	-1.1%	-16.4	4.2%	12.3
CN1CCc2c(sc3nc(SCC(N)=O)n(-c4ccccc4)c(=O)c23)C1	8.0%	7.8	-0.6%	8.0
Cc1cccc(NC(=O)CSc2ccc(-c3cccs3)nn2)c1C	x	4.0	-0.8%	-2.2
Cc1nc2cc(C(=O)OCC(=O)NC3CCS(=O)(=O)C3)ccc2n1-c1ccccc1 (centres undefined)	-2.1%	34.0	7.3%	8.8
CC1(C)CC(=O)C2=C(C1)N(c1ncn[nH]1)C(N)=C(C#N)C2c1ccccc1 (centres undefined)	x	-12.5	-1.4%	-4.0
NC(N)=Nc1ccc(-c2ccc(N=C(N)N)cc2)cc1	3.6%[11.4 µM]	x	2.0%[11.4 µM]	x
CCn1c2ccccc2c2cc(CN3CCN(C(=O)c4ccco4)CC3)ccc21	29.2%	6.5	u	-2.7
O=C(Nc1ccccc1)c1sc(N2CCOCC2)nc1-c1ccccc1	x	u	-1.9%	u
CC(c1ccc(F)cc1)n1c(-c2ccc3ccccc3n2)n[nH]c1=S (centres undefined)	u	1.9	-18.6%	-21.5
O=C(Oc1ccc(C(=S)N2CCOCC2)cc1Br)c1cc(Cl)ccc1Cl	u	-11.9	-12.8%	1.2
Cc1ccc(NC(=O)c2ccc(OC(F)F)cc2)cc1S(=O)(=O)N(C)C	x	36.4	-2.3%	x
Brc1ccc2ncnc(Nc3cccc4ccccc34)c2c1	23.5%	-29.9	-2.6%	12.0
CCN(CC)c1ccc(/C=N/NC(=O)c2c(Cl)c(C)nn2C)cc1	x	u	3.5%	x
Cc1[nH]c2ccccc2c1C(Nc1nccs1)c1ccncc1 (centres undefined)	x	1.1	5.9%	0.0
C/C(Cn1cnc([N+](=O)[O-])n1)=N\NC(=O)c1ccncc1	x	21.4	3.2%	x
CC(=O)Nc1ccc(N2CCCC2)cc1	-8.3%	13.6	0.4%	11.0
C=CCSc1nnc(NC(=O)CSc2ccccn2)s1	4.4%	-7.6	-1.3%	u
COc1ccc(C(=O)NCCn2ccc3ccccc32)cc1	-2.5%	u	-3.8%	1.6
COc1cccc(C(=O)Nc2nc(-c3ccc(S(=O)(=O)N4CCOCC4)cc3)cs2)c1	7.3%	u	9.7%	4.1
CCOC(=O)c1cc2occc2n1CC(=O)NC1CCCCC1C (centres undefined)	x	-7.1	0.1%	0.8
COc1cc(C(=O)N2CCC(NC(=O)C(Cc3ccccc3)NC(C)=O)CC2)cc(OC)c1OC (centres undefined)	0.6%	-7.9	-4.0%	3.2
